Scp1 inh – Scp-1 (human) phosphatase inhibition; inhibition, % at 20 µM; AID 493091; hit rate 0.88% among 340,000; Q9GZU7; Recombinant Scp1, phosphopeptide, malachite green phosphate absorbance;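 active means inhibition above about 50% at 20 µM, limit read from the data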;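 further: plate controls were DMSO wells with enzyme for no effect and wells lacking enzyme for full effect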
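Times: enzyme reaction 45 min at room temperature, colour 5 min, stabilisation 30 min. Material: SCP-1 catalytic fragment, aa 76-261. Medium: Acidic Tris acetate buffer with magnesium and detergent. Signal: colorimetric free-phosphate detection, absorbance 630 nm. Read-out basis: % inhibition of SCP-1 phosphate liberation. Reagent: Phosphorylated 17-residue peptide substrate.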
SKN-1 block – inhibitors of C. elegans SKN-1; AID 624304; hit rate 0.49% among 360,000; C. elegans VP596 Pgst-4::GFP/RFP ratio, acrylamide-induced, 24 h; inhibition, % at 21.8 µM;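 active means interference check ratio from 0.5 to 1.5 plus GFP to RFP signal ratio inhibition reaching or exceeding a fixed threshold, cut at about 30% in these data, passing the limit was not always enough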; further: some compounds called inactive have numbers as strong as hits
NadD block – inhibitors of Staphylococcus aureus NadD | purified NadD enzyme, colorimetric absorbance read-out | inhibition, % at 20 µM | hit rate 0.78% among 360,000; in the data active means inhibition above about 26%; further: some compounds past the cut are filed as inactive
Neddyl block – inhibitors of human cullin neddylation | P61081+Q13564 | hit rate 0.58% among 360,000 | calls only at 25 µM | TR-FRET cullin neddylation, biochemical; in the data active means inhibition above about 36%
TbMetRS inhib – Trypanosoma brucei MetRS inhibition; inhibition, % at 11.9 µM; AID 624268; purified T. brucei MetRS, ATP depletion, Kinase-Glo luminescence; hit rate 0.4% among 360,000;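 active means inhibition above a per-plate cutoff of the control wells' mean inhibition plus 3 SD, cut at about 5.5% in these data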;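 further: 0% = DMSO wells median and 100% = median of wells with control inhibitor compound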
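Dosing: 11.9 µM single point; system: parasite MetRS enzyme; technique: luminescence of leftover ATP; times: 15 min enzyme-compound preincubation, 2 h reaction, 10 min detection, 25 °C; replicates: each compound tested once; read-out basis: percent inhibition relative to median high and low control wells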
CendR NRP1 mod – modulators of CendR peptide binding to human neuropilin-1; FAM-RPARPAR peptide binding to NRP-1, fluorescence polarization; inhibition, % at 25 µM; hit rate 0.85% among 360,000; AID 602438;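 active means inhibition or corrected inhibition above about 18%, plus a signal ratio from 0.5 to 1.5, limit read from the data, passing the limit was not always enough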; further: strong numbers were not always called active
Target sequence (O14786 whole entry, looked up): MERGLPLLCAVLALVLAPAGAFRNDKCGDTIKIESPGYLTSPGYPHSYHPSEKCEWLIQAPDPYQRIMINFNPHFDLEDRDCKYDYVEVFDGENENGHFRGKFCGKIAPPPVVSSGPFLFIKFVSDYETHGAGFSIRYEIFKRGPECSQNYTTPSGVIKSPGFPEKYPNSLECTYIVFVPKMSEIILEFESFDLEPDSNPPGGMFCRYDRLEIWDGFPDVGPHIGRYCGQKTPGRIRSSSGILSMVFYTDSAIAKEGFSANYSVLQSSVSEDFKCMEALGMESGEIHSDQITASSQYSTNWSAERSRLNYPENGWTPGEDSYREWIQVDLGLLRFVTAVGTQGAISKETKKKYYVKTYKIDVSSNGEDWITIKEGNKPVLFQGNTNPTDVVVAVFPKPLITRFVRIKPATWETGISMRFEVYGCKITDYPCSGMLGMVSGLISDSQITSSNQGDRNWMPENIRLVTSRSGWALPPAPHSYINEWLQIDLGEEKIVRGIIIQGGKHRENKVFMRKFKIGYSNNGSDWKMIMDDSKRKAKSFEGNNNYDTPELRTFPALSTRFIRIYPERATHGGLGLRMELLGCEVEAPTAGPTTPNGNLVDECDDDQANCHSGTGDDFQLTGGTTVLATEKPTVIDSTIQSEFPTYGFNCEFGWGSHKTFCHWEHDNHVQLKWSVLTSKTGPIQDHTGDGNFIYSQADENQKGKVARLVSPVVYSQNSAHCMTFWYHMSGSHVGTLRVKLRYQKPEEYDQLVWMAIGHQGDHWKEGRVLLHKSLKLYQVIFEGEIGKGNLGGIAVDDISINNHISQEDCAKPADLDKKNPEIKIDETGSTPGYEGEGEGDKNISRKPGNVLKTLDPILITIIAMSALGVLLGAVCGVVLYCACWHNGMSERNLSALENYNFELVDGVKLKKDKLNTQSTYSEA
SUMO1 PPI mod – SUMO1-SIM interaction modulation; P63165; SUMO1 binding to a labelled peptide, TR-FRET, 1 h; inhibition, % at 20 µM; hit rate 0.33% among 360,000; AID 602429; in the data active means inhibition above about 37%
LMPTP inh – blocks human LMPTP phosphatase | recombinant LMPTP-A, OMFP fluorogenic substrate, fluorescence intensity | inhibition, % at 20 µM | P24666 | hit rate 0.22% among 360,000 | AID 651560;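 active means compounds that cut the enzyme signal by at least half of the control window in the single-dose screen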;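 further: plate controls were DMSO wells with enzyme plus substrate for no effect and substrate without enzyme for full effect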
Target sequence (P24666 whole entry, looked up): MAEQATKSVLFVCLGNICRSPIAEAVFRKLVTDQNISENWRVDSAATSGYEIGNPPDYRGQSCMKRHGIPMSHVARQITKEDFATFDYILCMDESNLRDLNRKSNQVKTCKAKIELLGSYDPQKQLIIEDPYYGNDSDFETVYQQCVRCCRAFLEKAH
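Test system – LMPTP-A enzyme · Amount – LMPTP-A at 0.625 nM final in the reaction · Buffer or medium – Bis-Tris pH 6.0, DTT, detergent · Reagent – OMFP 400 µM · Doses – single 20 µM dose · Schedule – reaction 50 min, room temperature, dark · Detection – fluorescence intensity of OMFP turnover product · Evaluation – percent inhibition versus substrate-only and uninhibited controls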
STEP inh – blocks human striatal-enriched tyrosine phosphatase. P54829. recombinant STEP, OMFP fluorogenic substrate, fluorescence. inhibition, % at 20 µM. hit rate 0.25% among 360,000. AID 588621;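 active means inhibition at 20 µM, scaled per plate between control wells, above about 37%, limit read from the data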;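 further: 0% = DMSO with enzyme and substrate and 100% = substrate only without enzyme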
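System: STEP phosphatase, cell-free reaction; Buffer or medium: Bis-Tris pH 6.0 buffer with DTT, detergent; Incubation: 20 min at room temperature, dark; Measured by: fluorescence, 480/540 nm.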
DNMT1 block – DNMT1 (human) enzyme inhibition; AID 588458; DNMT1 molecular beacon, Hinp1I cleavage, fluorescence; P26358; hit rate 0.83% among 360,000; inhibition (reported as % activation of signal), % at 10 µM; in the data active means inhibition above about 50%
Starred values were filed as active, the others as inactive; i = inactive; nt = not tested or not shown.

SMILES	Scp1 inh	SKN-1 block	NadD block	Neddyl block	TbMetRS inhib	CendR NRP1 mod	SUMO1 PPI mod	LMPTP inh	STEP inh	DNMT1 block
Cc1cccc(OCC(=O)Nc2ccc(C(=O)Nc3ccccc3C(=O)O)cc2)c1	nt	9.9	1.8	i	0.9	-7.5	25.6	-0.1	-2.5	-1.2
O=C(CC(=O)c1c(F)cccc1Cl)c1ccccc1O	-12.3	1.6	-0.2	i	1.9	6.0	5.6	4.3	2.2	-0.6
COc1ccc(NC(=O)CSc2nc(O)cc(=O)[nH]2)c(OC)c1	-10.7	3.2	-0.3	i	0.5	-1.5	14.9	-0.5	-3.3	-1.9
CCc1cc(=O)oc2cc(OCC(=O)N3CCC(C(N)=O)CC3)ccc12	4.1	-0.3	-1.8	i	-0.7	1.1	2.9	-2.1	-0.1	-3.3
C[C@@H]1CN([C@@H](C)CO)C(=O)Cc2cc(NC(=O)Nc3ccc(F)cc3)ccc2O[C@@H]1CN(C)Cc1ccc(Cl)c(Cl)c1	1.7	1.4	26.5	i	0.5	0.6	1.5	3.6	-1.5	-43.3
COc1cc(OC)cc(-c2sc3ccc(OC)cc3c2-c2ccc(OCCN3CCCCC3)cc2)c1	6.5	3.4	5.7	i	-1.3	-0.1	-40.6	7.6	3.6	-11.7
CCOC(=O)C1CCCN(c2c(NCCc3ccc(Cl)cc3)c(=O)c2=O)C1 (stereo not drawn)	8.6	10.5	-0.3	i	-0.1	-1.2	-2.1	0.1	-7.2	1.5
Cc1ccc(C(=O)NCCNC(=O)Cc2ccccc2)cn1	-9.3	-5.3	-1.5	i	-0.4	9.8	0.3	-1.5	2.7	2.8
COc1ccccc1NC(=S)NCCC(c1ccccc1)c1ccccc1	-3.4	9.2	-8.1	i	-0.7	7.7	0.2	2.1	-0.6	-0.8
CCOc1ccc(CNc2ccc(CNc3ncn[nH]3)cc2)cc1	-3.4	-2.8	0.3	i	-0.8	4.1	-1.7	0.8	1.0	0.1
COc1ccccc1NS(=O)(=O)c1ccc(C)c(C(=O)NCC(c2cccs2)N2CCOCC2)c1 (stereo not drawn)	-3.4	3.1	-6.5	i	-0.2	-11.9	5.1	0.6	-2.5	-0.3
COCCNC(=O)C1CCC(CNS(=O)(=O)c2ccccc2)CC1 (stereo not drawn)	-4.2	1.0	-2.8	i	0.2	14.2	-0.3	-2.5	-3.1	1.2
Cc1cccc(NNC(=O)C(=O)NNc2cccc(C)c2)c1	-14.9	-0.3	-4.1	i	0.3	1.3	0.9	-1.6	-2.4	6.0
N#Cc1c(-c2ccc3c(c2)OCO3)csc1N	-3.4	-18.6	-5.5	i	-0.4	-15.1	2.9	0.1	1.1	-8.2
Cc1ccc(C)c2c1[nH]c1ccc([N+](=O)[O-])cc12	-12.1	14.5	-11.0	i	0.5	-1.0	-7.1	2.3	-0.6	4.8
O=C1C2C(C(=O)N1/N=C/c1cccc([N+](=O)[O-])c1)C1C=CC2C12CC2 (stereo not drawn)	-5.3	2.0	-3.2	i	-0.1	-4.2	-24.5	-0.4	1.8	-0.2
COCCCNC(=O)CCc1c(C)nc2c(-c3ccc(F)cc3)c(C)nn2c1C	-1.7	1.9	-0.8	i	-0.1	-6.0	0.5	0.2	0.8	1.8
CCN1CCC(O)(C(C(=O)O)c2ccccc2)CC1 (stereo not drawn)	5.3	-8.0	3.3	i	-0.3	-4.5	-0.5	-0.4	-2.1	0.1
COc1ccc(/C(N)=N/OC(=O)CN(C)S(=O)(=O)c2ccc(C)cc2)cc1	-8.3	9.0	-4.6	i	-1.2	-1.9	2.3	2.0	0.5	2.2
Cc1ccc(C(=O)COC(=O)COc2ccccc2C)cc1	-8.3	10.3	-7.9	i	-0.1	21.3	9.1	1.4	0.7	0.4
O=C(O)c1ccc(N2CC3CC(C2)c2cccc(=O)n2C3)c(NS(=O)(=O)c2cccc(C(F)(F)F)c2)c1 (stereo not drawn)	2.6	11.4	3.4	i	-0.3	-3.7	0.9	0.4	-1.3	-1.9
COc1ccc(S(=O)(=O)N2CCOCC2)cc1NC(=O)CN(C)CC(=O)Nc1cccc(F)c1	-5.0	-0.8	3.7	i	-0.3	6.7	7.6	-0.5	-3.3	1.1
Cc1cc(=O)[nH]c(SCC(=O)Nc2ccc(C)c(S(=O)(=O)N3CCCCC3)c2)n1	0.8	12.0	-1.2	i	-0.1	14.2	8.5	0.2	-0.5	1.0
O=C(COC(=O)C12CC3CC(CC(C3)C1)C2)NNC(=O)c1ccccc1	-5.2	4.3	-4.0	i	0.1	-12.4	0.3	0.8	0.8	0.5
CCOC(=O)c1ccc(S(=O)(=O)NNC(=O)c2ccc3c(c2)nc(C)n3CC)cc1	2.0	11.0	-5.1	i	0.5	-3.7	2.6	0.7	-1.8	-0.7
CC(C)n1c(SCC(=O)N2CCCCC2)nc2c1c(=O)n(C)c(=O)n2C	-11.4	-11.9	2.6	i	-0.8	-1.1	-1.7	-0.2	1.8	-1.7
Clc1ccc(-c2nc3ccccn3c2CN2CCCCC2)cc1	6.8	3.9	-0.8	i	-0.7	0.5	-2.4	-0.2	-1.0	-0.1
CCCc1nn2c(=O)cc(CSCC(=O)Nc3cccc(OC)c3)nc2s1	5.1	8.8	4.0	i	-1.2	2.7	4.3	-1.3	-1.6	-1.6
COc1cc(NC(=O)Cc2ccccc2)cc(OC)c1	-4.9	-0.3	-4.1	i	-0.2	7.0	7.1	-0.6	0.4	-1.2
COc1cc(CCC(=O)OCC(=O)N(CC(C)C)C2CCS(=O)(=O)C2)cc(OC)c1OC (stereo not drawn)	1.0	-14.3	-0.8	i	-0.4	6.7	2.0	-0.9	0.0	0.7
COc1ccc(NC(=O)CNC(=O)Cc2ccccc2)cc1	-3.0	-10.1	-2.5	i	-0.6	5.2	-0.1	-1.1	-0.8	-1.1
CC(C)n1nc(C(=O)OCC(=O)c2c[nH]c3ccccc23)c2ccccc2c1=O	-13.2	-9.3	-3.2	i	0.4	-20.8	-4.4	1.3	-6.2	-13.5
COCC(C)NC(C(=O)Nc1cccc(C(C)=O)c1)c1ccccc1 (stereo not drawn)	-2.0	6.5	-6.5	i	-0.3	7.0	0.9	-1.1	0.7	-0.2
CCS(=O)(=O)c1ccc2c(c1)N(S(C)(=O)=O)CC(C(=O)NN)O2 (stereo not drawn)	-2.2	2.6	-1.4	i	0.4	-2.2	1.0	-0.6	1.8	-0.9
Cc1ccc(S(=O)(=O)N2[C@@H](c3ccc(Br)cc3)C(C(=O)O)=C[C@H]2C(C)(C)C)cc1	-4.2	-4.3	5.6	i	-0.1	-12.4	11.2	-0.4	4.1	2.9
CCOC(=O)C[C@H]1c2ccccc2S(=O)(=O)N1C1CC1	-8.6	-0.1	-1.5	i	0.2	18.0	7.8	0.2	1.7	14.4
CC(C)Cn1c(CN2CCN(c3ccccc3F)CC2)nc2c1c(=O)[nH]c(=O)n2C	-12.9	0.3	5.4	i	-0.2	-2.7	2.6	-2.1	-2.1	4.5
O=C(COC(=O)c1cnccn1)NCCc1ccccc1	-17.8	1.2	-3.5	i	-0.5	3.0	-1.5	-1.9	-1.9	-3.8
CN(C)C(=O)Cn1nc(-c2ccccc2)c2ccccc2c1=O	-4.2	9.5	6.0	i	-0.1	-17.9	-0.2	0.5	1.0	-0.7
CCOc1ccc(C(=O)N/N=C(/C)C2C(=O)c3ccccc3C2=O)cc1	-2.0	-1.9	5.1	i	-0.7	-11.7	5.6	-0.6	0.3	-13.2

Entries of single compounds, quoted from the list:
Entry for `Clc1ccc(-c2nc3ccccn3c2CN2CCCCC2)cc1` : Scp1 inh = 6.8; SKN-1 block = 3.9; NadD block = -0.8; Neddyl block = i; TbMetRS inhib = -0.7; CendR NRP1 mod = 0.5; SUMO1 PPI mod = -2.4; LMPTP inh = -0.2; STEP inh = -1.0; DNMT1 block = -0.1
Entry for `CC(C)n1nc(C(=O)OCC(=O)c2c[nH]c3ccccc23)c2ccccc2c1=O` : Scp1 inh = -13.2; SKN-1 block = -9.3; NadD block = -3.2; Neddyl block = i; TbMetRS inhib = 0.4; CendR NRP1 mod = -20.8; SUMO1 PPI mod = -4.4; LMPTP inh = 1.3; STEP inh = -6.2; DNMT1 block = -13.5

New compounds follow.
SMILES	Scp1 inh	SKN-1 block	NadD block	Neddyl block	TbMetRS inhib	CendR NRP1 mod	SUMO1 PPI mod	LMPTP inh	STEP inh	DNMT1 block
CCC1CCc2sc(C(=O)NCC(c3ccc(OC)cc3)N3CCOCC3)cc2C1 (stereo not drawn)	-2.2	8.8	3.5	i	-0.4	5.7	1.1	1.4	-1.2	-5.4
O=C(CSc1nnc(-c2ccccc2)n1Cc1ccco1)NCc1ccc2c(c1)OCO2	-0.1	17.0	-1.1	i	0.0	-2.9	0.0	0.1	-3.0	2.4
COc1ccc(OC)c(C2NC(=S)NC3=C2N2CCC3CC2)c1 (stereo not drawn)	6.2	1.1	0.1	i	-1.8	-3.9	-0.8	-1.4	-0.6	5.5
CC(=O)Nc1ccc(NC(=O)[C@@H](NC(=O)N2C[C@H]3C[C@@H](C2)c2cccc(=O)n2C3)C(C)C)cc1	-1.3	13.9	-3.2	i	0.9	-6.5	5.7	-1.1	2.1	-0.6
CCCc1cc(=O)oc2cc(OCC(=O)Nc3ccc(CN4CCOCC4)cc3)c(Cl)cc12	-6.8	2.8	-6.8	i	0.1	6.6	1.4	3.5	2.1	-2.7
CNS(=O)(=O)c1cccc(C(=O)OCC(=O)N(CCC#N)c2ccccc2)c1	-12.5	-1.6	-4.7	i	2.1	6.3	-2.3	-0.8	-3.9	-0.5
O=C(NCc1ccccn1)C1CCN(S(=O)(=O)c2cc(Cl)ccc2Cl)CC1	-2.9	3.9	2.3	i	-0.1	-4.2	1.3	0.4	3.9	-4.6
O=C(Cc1ccccc1)NCc1nc2ccccc2[nH]1	-7.7	3.6	1.1	i	1.9	4.6	1.4	-1.6	0.1	1.1
O=c1[nH]cnc2scc(-c3cccs3)c12	-0.3	8.3	1.4	i	-0.1	11.3	-4.6	-2.0	-0.8	1.1
CC1CC2(CCCC2)Nc2ccc(F)cc21 (stereo not drawn)	-12.8	4.3	-0.5	i	-0.4	9.8	2.9	-0.4	1.1	-0.9
COc1ccc(CCN2CC(C(=O)N(C)CC(=O)Nc3cccc(F)c3)CC2=O)cc1OC (stereo not drawn)	-0.1	-1.6	-1.8	i	0.1	1.1	-4.4	-0.2	0.8	1.3
CCc1onc(C)c1C(=O)Nc1ccc2c(c1)OCO2	-7.7	8.5	0.9	i	-0.4	-4.5	-0.4	-0.6	1.6	0.6

Source: PubChem BioAssay (several laboratories)
